Compound activity from PubChem.
Efflux pump mplx: blocks antifungal efflux pumps in multiplex yeast assay | S. cerevisiae Candida pump triplex, Nile Red efflux | inhibition, % at 10 µM | 330,000 tested, 0.44% active;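 active = plate passing quality check with inhibition over a set limit, or well fluorescence over plate mean plus 4 SD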;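 note: Nile Red retained in pooled yeast measured as flow cytometry median fluorescence; 0% = buffer negative control and 100% = Enniatin B positive control; higher means more Nile Red kept so more efflux inhibition; some compounds called inactive have numbers as strong as hits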
PREPL inh: inhibitors of human prolyl oligopeptidase-like enzyme PREPL | Q4J6C6 | recombinant PREPL, fluorescence polarization activity-based probe | inhibition, % at 5.96 µM | 320,000 tested, 0.68% active; in the data active = inhibition above about 43%;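 note: 0% = enzyme with DMSO and 100% = wells lacking enzyme; many of its hits are not listed in these tables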
Target sequence (Q4J6C6 whole entry, looked up): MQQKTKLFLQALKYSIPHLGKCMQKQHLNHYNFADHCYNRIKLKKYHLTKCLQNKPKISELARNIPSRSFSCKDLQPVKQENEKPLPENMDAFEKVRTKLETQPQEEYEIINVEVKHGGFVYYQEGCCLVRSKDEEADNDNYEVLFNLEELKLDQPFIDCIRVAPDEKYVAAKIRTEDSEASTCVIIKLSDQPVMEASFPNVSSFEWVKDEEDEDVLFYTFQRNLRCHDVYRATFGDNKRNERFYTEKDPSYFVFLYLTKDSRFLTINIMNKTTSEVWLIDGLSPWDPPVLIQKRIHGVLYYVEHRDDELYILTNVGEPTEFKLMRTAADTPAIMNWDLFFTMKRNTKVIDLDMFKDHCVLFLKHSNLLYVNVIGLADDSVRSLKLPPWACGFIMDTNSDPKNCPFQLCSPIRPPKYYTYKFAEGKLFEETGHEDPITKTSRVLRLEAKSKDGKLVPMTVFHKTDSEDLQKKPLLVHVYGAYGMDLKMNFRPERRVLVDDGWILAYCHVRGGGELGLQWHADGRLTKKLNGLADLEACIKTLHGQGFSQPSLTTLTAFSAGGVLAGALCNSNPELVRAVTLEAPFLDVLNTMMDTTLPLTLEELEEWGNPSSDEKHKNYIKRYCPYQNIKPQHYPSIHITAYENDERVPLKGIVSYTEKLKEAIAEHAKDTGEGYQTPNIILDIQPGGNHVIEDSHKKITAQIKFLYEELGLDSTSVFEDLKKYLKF
PP1 inh: PP1-alpha (human) inhibition in PP5 counter-screen | inhibition, % at 6.7 µM | purified PP1alpha, OMFP fluorescence | P62136 | 320,000 tested, 0.9% active;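 active = inhibition above the mean inhibition of all tested compounds plus 3 SD, computed separately for each screening campaign, cut at about 15% in these data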
Target sequence (P62136 whole entry, looked up): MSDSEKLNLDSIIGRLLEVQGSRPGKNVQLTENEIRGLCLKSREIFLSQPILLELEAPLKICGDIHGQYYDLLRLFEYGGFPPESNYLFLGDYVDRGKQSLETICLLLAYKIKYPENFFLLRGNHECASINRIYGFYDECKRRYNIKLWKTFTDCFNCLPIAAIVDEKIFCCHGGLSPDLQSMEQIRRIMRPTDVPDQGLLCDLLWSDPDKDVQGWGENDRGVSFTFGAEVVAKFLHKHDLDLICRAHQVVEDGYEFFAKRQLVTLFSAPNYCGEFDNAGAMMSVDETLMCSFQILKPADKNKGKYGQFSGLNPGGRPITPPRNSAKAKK
TPT1 inhibitor: blocks Candida albicans tRNA 2'-phosphotransferase; 300,000 tested, 0.81% active; recombinant caTPT1, FP RNA substrate dephosphorylation; AID 1962; inhibition, % at 5 µM;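 active = inhibition above the mean of all tested compounds plus 3 SD, set per screening campaign, cut at about 24% in these data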;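 note: plate controls were DMSO alone for no effect and ferristatin control at 100 nM for full effect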
PP5 primary: PP5 (human) phosphatase inhibition. P53041. purified PP5c, OMFP substrate fluorescence. inhibition, % at 6.7 µM. 320,000 tested, 0.18% active. AID 1987;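 active = inhibition above the campaign's mean inhibition across all tested compounds plus 3 SD, cut at about 9.5% in these data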;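 note: 0% = DMSO only and 100% = 100 µM cantharidin control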
HCV core dimer: blocks dimerization of HCV core protein; TR-FRET GST/Flag-core106 dimerization, 1536-well; inhibition, % at 5 µM; 300,000 tested, 0.33% active;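 active = inhibition above the mean of all tested compounds plus 3 SD, set per screening campaign, cut at about 45% in these data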
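Assay system: tagged HCV core106 pair (GST and Flag); medium: KF-containing HEPES buffer, pH 7.45, DTT, CHAPS, BSA; also added: Eu donor and XL665 acceptor anti-tag antibodies; dosing: 5 µM single dose; timing: compound-protein-antibody incubation 4 h at 22.5 °C; signal: TR-FRET 671 and 617 nm emission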
JMJD2C inh: human JMJD2C demethylase inhibition; GST-JMJD2C(1-420) H3K9me3 demethylation, DELFIA europium; inhibition, % at 2.35 µM; 330,000 tested, 0.069% active;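 active = more than half of a compound's replicate wells show inhibition beyond 50%, single wells judged on their own value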;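 note: signal counts dimethyl H3K9 product captured on neutravidin plate; 0% = median of DMSO wells and 100% = 0.3 times that DMSO median; strong numbers were not always called active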
LYPLA2 inh: LYPLA2 (human) inhibition in PME1 counter-screen; inhibition, % at 5.9 µM; AID 2177; 320,000 tested, 0.38% active; O95372; recombinant LYPLA2, FP-Rh probe fluorescence polarization;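 active = inhibition above the screen-wide mean plus 3 SD, limit set per campaign, cut at about 26% in these data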;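 note: 0% = LYPLA2 with DMSO and 100% = wells lacking LYPLA2 enzyme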
CTSL1 counter: blocks F. hepatica cathepsin L1 in PFM18AAP counter-screen; inhibition, % at 5.96 µM; recombinant F. hepatica cathepsin L1, Z-Leu-Arg-MCA fluorescence; 300,000 tested, 0.49% active; AID 1906;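 active = inhibition above the mean of all tested compounds plus 3 SD, set per screening campaign, cut at about 17% in these data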;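 note: 0% = plate median of test compound wells and 100% = 1 µM Z-Phe-Ala-diazomethylketone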
* hit, by the source's call. Only part of the results is shown. The share of hits here may be higher or lower than overall.

Results for CCOc1ccccc1OCC(=O)Nc1ccc2[nH]c(=O)[nH]c2c1 ?
Efflux pump mplx: -0.1; PREPL inh: 7; PP1 inh: -3; PP5 primary: -0.9; JMJD2C inh: -1; LYPLA2 inh: -3

Results for CS(=O)(=O)c1ccc(N2CCN(S(=O)(=O)c3cccs3)CC2)c([N+](=O)[O-])c1 ?
Efflux pump mplx: -0.1; PREPL inh: 12; PP1 inh: -2; PP5 primary: 2.6; JMJD2C inh: 2; LYPLA2 inh: 4

What do the screens show for `CC(C)(C)NC(=O)NC(=O)CN1CCN(c2cccc(Cl)c2)CC1`?
Efflux pump mplx: -0.1; PREPL inh: 6; PP1 inh: -2; TPT1 inhibitor: -1; PP5 primary: -0.7; HCV core dimer: -1; JMJD2C inh: 3; LYPLA2 inh: 2; CTSL1 counter: 5

How did CSc1ccc(S(=O)(=O)N2CCC(C(=O)Nc3ccc(NC(C)=O)cc3)CC2)cc1 do in these assays?
Efflux pump mplx: -0.4; PREPL inh: 0; PP1 inh: -2; TPT1 inhibitor: -5; PP5 primary: -0.4; HCV core dimer: -1; JMJD2C inh: -33; LYPLA2 inh: 7; CTSL1 counter: 3

How did CC(C)[C@H](NC(=O)c1nn(Cc2ccccc2)c(=O)c2ccccc12)C(=O)O do in these assays?
Efflux pump mplx: -0.1; PREPL inh: -1; PP1 inh: -1; TPT1 inhibitor: 0; PP5 primary: 1.4; HCV core dimer: -2; JMJD2C inh: 2; LYPLA2 inh: -4; CTSL1 counter: -2

Results for CCCN(CC(=O)Nc1ccccc1C)C(=O)c1ccc(NC2CC2)c([N+](=O)[O-])c1 ?
Efflux pump mplx: -0.1; PREPL inh: 6; PP1 inh: -5; TPT1 inhibitor: -1; PP5 primary: -2.6; HCV core dimer: 1; JMJD2C inh: -5; LYPLA2 inh: 3; CTSL1 counter: 4

What do the screens show for `COc1cc(NC(c2ccccc2)c2ccccc2)cc(OC)c1OC`?
Efflux pump mplx: -0.2; PREPL inh: 11; PP1 inh: 0; TPT1 inhibitor: 1; PP5 primary: 3.5; HCV core dimer: -2; JMJD2C inh: -2; LYPLA2 inh: 8; CTSL1 counter: 2

How did O=C(OCCCCN1C(=O)c2ccccc2C1=O)c1ccc(Br)o1 do in these assays?
Efflux pump mplx: -0.1; PREPL inh: -8; PP1 inh: 0; TPT1 inhibitor: -4; PP5 primary: -0.2; HCV core dimer: 2; JMJD2C inh: 4; LYPLA2 inh: -1; CTSL1 counter: -1

How did COc1cccc(C2CC(c3ccc(Br)cc3)=NN2C(=O)c2ccncc2)c1OC (stereo not given) do in these assays?
Efflux pump mplx: -0.1; PREPL inh: 2; PP1 inh: 14; TPT1 inhibitor: -6; PP5 primary: 5.8; HCV core dimer: -10; JMJD2C inh: 6; LYPLA2 inh: 4; CTSL1 counter: -2

What do the screens show for `COc1ccc(NC(=O)Cn2nnc(C(=O)NCc3ccco3)c2N)cc1`?
Efflux pump mplx: 0.0; PREPL inh: 10; PP1 inh: -5; TPT1 inhibitor: -5; PP5 primary: 0.2; HCV core dimer: 2; JMJD2C inh: 5; LYPLA2 inh: -4; CTSL1 counter: -5

Results for Cc1ccc(NC(=O)C(C)N2C(=O)c3ccccc3C2=O)c(C)c1 (stereo not given) ?
Efflux pump mplx: -0.1; PREPL inh: 14; PP1 inh: 1; TPT1 inhibitor: -5; PP5 primary: 3.7; HCV core dimer: -12; JMJD2C inh: 9; LYPLA2 inh: 7; CTSL1 counter: -3

How did COC(=O)C1=C(C(=O)OC)[C@@H]2Nc3ccccc3[C@@]23C[C@@H](C(=O)OC)N(C(=O)c2cc(C)oc2C)C3=N1 do in these assays?
Efflux pump mplx: 0.1; PREPL inh: 2; PP1 inh: 0; TPT1 inhibitor: 1; PP5 primary: 1.4; HCV core dimer: 11; JMJD2C inh: -5; LYPLA2 inh: -4; CTSL1 counter: -1

How did Cc1ccc(-n2cc(CCCCCCCCC(=O)O)nn2)cc1 do in these assays?
Efflux pump mplx: 0.0; PREPL inh: 1; PP1 inh: -4; TPT1 inhibitor: 0; PP5 primary: -1.4; HCV core dimer: -2; JMJD2C inh: 6; LYPLA2 inh: 0; CTSL1 counter: 0

Results for CNC(=O)C1CC(=O)N(c2ccc(OCC(=O)NCc3ccccc3)cc2)C1 (stereo not given) ?
Efflux pump mplx: -0.1; PREPL inh: 8; PP1 inh: -2; TPT1 inhibitor: 0; PP5 primary: -2.1; HCV core dimer: -2; JMJD2C inh: 25; LYPLA2 inh: 0; CTSL1 counter: 0

How did CC(=O)Nc1nc(-c2ccc3c(c2)CCN3S(C)(=O)=O)cs1 do in these assays?
Efflux pump mplx: 0.4; PREPL inh: 9; PP1 inh: -9; TPT1 inhibitor: 4; PP5 primary: -3.1; HCV core dimer: 30; JMJD2C inh: 1; LYPLA2 inh: -9; CTSL1 counter: -6

Results for O=C(CN1C(=O)NC2(CCc3ccccc32)C1=O)c1ccc(F)cc1 (stereo not given) ?
Efflux pump mplx: -0.1; PREPL inh: -2; PP1 inh: 1; TPT1 inhibitor: -1; PP5 primary: 0.9; HCV core dimer: -5; JMJD2C inh: -2; LYPLA2 inh: -3; CTSL1 counter: 1

How did Cc1noc(C)c1CSc1ccc2ccccc2n1 do in these assays?
Efflux pump mplx: 0.2; PREPL inh: 11; PP1 inh: 1; TPT1 inhibitor: 0; PP5 primary: 4.4; HCV core dimer: 6; JMJD2C inh: -5; LYPLA2 inh: 0; CTSL1 counter: -4

What do the screens show for `O=C(c1ccc(F)cc1)N1CCN(c2ccc([N+](=O)[O-])c(N3CCCCC3)c2)CC1`?
Efflux pump mplx: -0.1; PREPL inh: 5; PP1 inh: -2; TPT1 inhibitor: -1; PP5 primary: 2.8; HCV core dimer: -5; JMJD2C inh: -9; LYPLA2 inh: 0; CTSL1 counter: -1

What do the screens show for `CCOc1ccc(S(=O)(=O)N2CCN(C(=O)C3CSC4(C)CCC(=O)N34)CC2)cc1` (stereo not given)?
Efflux pump mplx: -0.1; PREPL inh: -5; PP1 inh: -3; PP5 primary: -1.5; JMJD2C inh: 14; LYPLA2 inh: -4

What do the screens show for `Cc1nn(C)c(C(=O)Nc2ccc(Cn3cccn3)cc2)c1[N+](=O)[O-]`?
Efflux pump mplx: -1.0; PREPL inh: 6; PP1 inh: -3; TPT1 inhibitor: -3; PP5 primary: -0.1; HCV core dimer: 5; JMJD2C inh: -1; LYPLA2 inh: 2; CTSL1 counter: 5

Results for CCOC(=O)CN/C=C(\C#N)c1ccccc1 ?
Efflux pump mplx: 0.1; PREPL inh: 4; PP1 inh: -3; TPT1 inhibitor: -4; PP5 primary: 2.7; HCV core dimer: -7; JMJD2C inh: 6; LYPLA2 inh: -3; CTSL1 counter: -4

Results for COc1ccc(-n2c(O)c(C=Nc3ccccc3)c3ccccc3c2=O)cc1 ?
Efflux pump mplx: 0.5; PREPL inh: -3; PP1 inh: -2; TPT1 inhibitor: -1; PP5 primary: 0.4; HCV core dimer: 2; JMJD2C inh: -2; LYPLA2 inh: -3; CTSL1 counter: 8

What do the screens show for `CCN(CC)Cc1c(O)ccc2c(=O)c(Oc3ccccc3OC)c(C)oc12`?
Efflux pump mplx: 0.0; PREPL inh: -3; PP1 inh: 4; TPT1 inhibitor: -1; PP5 primary: 1.4; HCV core dimer: 4; JMJD2C inh: 0; LYPLA2 inh: 2; CTSL1 counter: 1

How did O=c1[nH]c(-c2ccco2)nc2sc3c(c12)CCCC3 do in these assays?
Efflux pump mplx: 0.1; PREPL inh: 3; PP1 inh: -3; TPT1 inhibitor: 2; PP5 primary: -2.5; HCV core dimer: 6; JMJD2C inh: -3; LYPLA2 inh: 2; CTSL1 counter: 3

Results for COc1cccc(COC(=O)Nc2ccccc2F)c1 ?
Efflux pump mplx: 0.0; PREPL inh: -6; PP1 inh: -3; TPT1 inhibitor: -5; PP5 primary: 2.3; HCV core dimer: 1; JMJD2C inh: 3; LYPLA2 inh: 5; CTSL1 counter: -3

What do the screens show for `Cc1ccc(-c2noc(-c3ccccc3C(=O)N3CCCC3)n2)cc1`?
Efflux pump mplx: 0.2; PREPL inh: 6; PP1 inh: -2; TPT1 inhibitor: -4; PP5 primary: -0.3; HCV core dimer: 4; JMJD2C inh: 3; LYPLA2 inh: -3; CTSL1 counter: 1

What do the screens show for `CC1CC(C)CN(C(=O)Cn2c(=O)n(CCCC(=O)NCc3ccco3)c(=O)c3sccc32)C1` (stereo not given)?
Efflux pump mplx: -0.2; PREPL inh: 9; PP1 inh: -2; TPT1 inhibitor: 0; PP5 primary: -0.3; HCV core dimer: 6; JMJD2C inh: 4; LYPLA2 inh: 10; CTSL1 counter: 10

What do the screens show for `COc1ccc(C(=O)/C=C/C(=O)N(CC(=O)NC2CCCCC2)CC2CCCO2)c(O)c1` (stereo not given)?
Efflux pump mplx: -0.1; PREPL inh: 3; PP1 inh: -4; TPT1 inhibitor: 0; PP5 primary: -1.8; HCV core dimer: 1; JMJD2C inh: 2; LYPLA2 inh: 6; CTSL1 counter: -1

How did CCOc1ccc(NC(=O)CN(C)C(=O)CCCc2c[nH]c3ccccc23)cc1OCC do in these assays?
Efflux pump mplx: 0.6; PREPL inh: 14; PP1 inh: 3; TPT1 inhibitor: 3; PP5 primary: 3.8; HCV core dimer: -2; JMJD2C inh: -1; LYPLA2 inh: -1; CTSL1 counter: 1

What do the screens show for `CC(C)CCNC(=O)COc1cccc2c1OC(C)(C)C2`?
Efflux pump mplx: 0.1; PREPL inh: -5; PP1 inh: -1; TPT1 inhibitor: -2; PP5 primary: -2.0; HCV core dimer: -1; JMJD2C inh: 0; LYPLA2 inh: 1; CTSL1 counter: -1

For convenience, part of the list above.
How did CCOc1ccc(NC(=O)CN(C)C(=O)CCCc2c[nH]c3ccccc23)cc1OCC do in these assays?
Efflux pump mplx: 0.6; PREPL inh: 14; PP1 inh: 3; TPT1 inhibitor: 3; PP5 primary: 3.8; HCV core dimer: -2; JMJD2C inh: -1; LYPLA2 inh: -1; CTSL1 counter: 1

What do the screens show for `CC(C)CCNC(=O)COc1cccc2c1OC(C)(C)C2`?
Efflux pump mplx: 0.1; PREPL inh: -5; PP1 inh: -1; TPT1 inhibitor: -2; PP5 primary: -2.0; HCV core dimer: -1; JMJD2C inh: 0; LYPLA2 inh: 1; CTSL1 counter: -1

Other compounds:
What do the screens show for `O=C(CN1C(=O)c2ccccc2C1=O)OCCOCCN=C1NS(=O)(=O)c2ccccc21`?
Efflux pump mplx: 0.0; PREPL inh: -1; PP1 inh: -2; TPT1 inhibitor: -1; PP5 primary: -2.8; HCV core dimer: -9; JMJD2C inh: -15; LYPLA2 inh: 7; CTSL1 counter: 5

How did O=C(COC(=O)c1ccc2ccccc2n1)c1ccccc1 do in these assays?
Efflux pump mplx: -0.1; PREPL inh: 8; PP1 inh: -2; TPT1 inhibitor: -4; PP5 primary: -0.6; HCV core dimer: -7; JMJD2C inh: 6; LYPLA2 inh: 10; CTSL1 counter: 4

Results for Cc1ccc(NC(=O)CCNS(=O)(=O)c2ccccc2)c(C(=O)c2ccccc2)c1 ?
Efflux pump mplx: 0.1; PREPL inh: 10; PP1 inh: -5; TPT1 inhibitor: -2; PP5 primary: 3.2; HCV core dimer: -6; JMJD2C inh: -5; LYPLA2 inh: -8; CTSL1 counter: 2

Results for COc1ccc(NC2=CC(=O)N(C)C2=O)cc1 ?
Efflux pump mplx: 0.0; PREPL inh: -9; PP1 inh: -5; TPT1 inhibitor: -4; PP5 primary: 0.4; HCV core dimer: 1; JMJD2C inh: -1; LYPLA2 inh: 5; CTSL1 counter: 1
